procasp3 activ: activates human procaspase-3 | P42574 | recombinant procaspase-3 D3A, Ac-DEVD-pNA absorbance 405 nm | activation, % at 8.5 µM | 330,000 compounds, 0.11% hits;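 active = activation above the mean of all tested compounds plus 3 SD, cut at about 21% in these data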;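 also: 0% = DMSO alone and 100% = DMSO wells spiked with extra 5 µM PC-3 D3A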
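Assay system – Procaspase-3 D3A mutant · Benchmarks – DMSO low control, extra-enzyme high control · Technique – 405 nm absorbance of p-nitroaniline, reads at 0 and 120 min · Doses – 8.5 µM nominal · Measure – % activation between DMSO and enzyme-spiked controls · Also added – Ac-DEVD-pNA chromogenic peptide substrate · Schedule – 1 h compound preincubation, 2 h substrate hydrolysis at 25 °C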
TPT1 inhibitor: blocks Candida albicans tRNA 2'-phosphotransferase. inhibition, % at 5 µM. 300,000 compounds, 0.81% hits. AID 1962. recombinant caTPT1, FP RNA substrate dephosphorylation;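 active = inhibition above the mean of all tested compounds plus 3 SD, set per screening campaign, cut at about 24% in these data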;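 also: plate controls were DMSO alone for no effect and ferristatin control at 100 nM for full effect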
PAFAH2 FP inh: inhibitors of human PAFAH2; recombinant PAFAH2, FP-rhodamine activity probe, fluorescence polarization; inhibition, % at 3.39 µM; 340,000 compounds, 0.99% hits;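 active = inhibition above the mean over all tested compounds plus 3 SD, cut at about 30% in these data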;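 also: inhibitors block probe labeling of enzyme so polarization drops; 0% = enzyme with DMSO and 100% = wells lacking PAFAH2 protein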
HCV core dimer: HCV core protein dimerization inhibition; inhibition, % at 5 µM; 300,000 compounds, 0.33% hits; AID 1899; TR-FRET GST/Flag-core106 dimerization, 1536-well;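 active = inhibition above the mean of all tested compounds plus 3 SD, set per screening campaign, cut at about 45% in these data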
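test system = GST/Flag-tagged HCV core106 proteins | probe or stimulus = Eu donor and XL665 acceptor anti-tag antibodies | times = compound-protein-antibody incubation 4 h at 22.5 °C | signal = TR-FRET, excitation 340 nm, emission 617 and 671 nm | measure = percent inhibition of core106 dimerization signal | controls = wells lacking GST-core106 and wells with excess unlabelled core106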
PP1 counter: blocks human PP1-alpha phosphatase, a PP5 counter-screen; 320,000 compounds, 0.9% hits; AID 2235; P62136; inhibition, % at 6.7 µM; purified PP1alpha, OMFP fluorescence;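 active = inhibition above the mean inhibition of all tested compounds plus 3 SD, computed separately for each screening campaign, cut at about 15% in these data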
proCasp7 act: counter-screen: procaspase-7 (human) activation; 330,000 compounds, 0.093% hits; recombinant procaspase-7, Ac-DEVD-pNA absorbance 405 nm; D23A/D198A/D206A triple mutant, cannot self-cleave; scale: DMSO 0, 5 µM enzyme 100; P55210; activation, % at 8.5 µM;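 active = percent activation above the screen-wide mean plus 3 SD, cut at about 25% in these data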
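signal = Epi-absorbance of released pNA at 405 nm, two timepoints | assay system = Uncleavable procaspase-7 mutant enzyme | reagent = Ac-DEVD-pNA substrate, 400 µM as added | times = 1 h enzyme–compound preincubation and 2 h substrate reaction, both 25 °C | benchmarks = low DMSO alone, high DMSO plus 5 µM PC-7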
PP5 primary: PP5 (human) phosphatase inhibition | 320,000 compounds, 0.18% hits | P53041 | inhibition, % at 6.7 µM | AID 1987 | purified PP5c, OMFP substrate fluorescence;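 active = inhibition above the campaign's mean inhibition across all tested compounds plus 3 SD, cut at about 9.5% in these data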;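 also: 0% = DMSO only and 100% = 100 µM cantharidin control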
CTSL1 counter: cathepsin L1 inhibition, PFM18AAP counter-screen. recombinant F. hepatica cathepsin L1, Z-Leu-Arg-MCA fluorescence. inhibition, % at 5.96 µM. 300,000 compounds, 0.49% hits;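 active = inhibition above the mean of all tested compounds plus 3 SD, set per screening campaign, cut at about 17% in these data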;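 also: 0% = plate median of test compound wells and 100% = 1 µM Z-Phe-Ala-diazomethylketone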
AHR activator: activators of human aryl hydrocarbon receptor; P35869; AHR-responsive luciferase reporter cells, luminescence; activation, % at 5 µM; 320,000 compounds, 2.5% hits; in the data active = activation above about 47%;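 also: 0% = vehicle wells and 100% = reference agonist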
Target sequence (P35869 whole entry, looked up): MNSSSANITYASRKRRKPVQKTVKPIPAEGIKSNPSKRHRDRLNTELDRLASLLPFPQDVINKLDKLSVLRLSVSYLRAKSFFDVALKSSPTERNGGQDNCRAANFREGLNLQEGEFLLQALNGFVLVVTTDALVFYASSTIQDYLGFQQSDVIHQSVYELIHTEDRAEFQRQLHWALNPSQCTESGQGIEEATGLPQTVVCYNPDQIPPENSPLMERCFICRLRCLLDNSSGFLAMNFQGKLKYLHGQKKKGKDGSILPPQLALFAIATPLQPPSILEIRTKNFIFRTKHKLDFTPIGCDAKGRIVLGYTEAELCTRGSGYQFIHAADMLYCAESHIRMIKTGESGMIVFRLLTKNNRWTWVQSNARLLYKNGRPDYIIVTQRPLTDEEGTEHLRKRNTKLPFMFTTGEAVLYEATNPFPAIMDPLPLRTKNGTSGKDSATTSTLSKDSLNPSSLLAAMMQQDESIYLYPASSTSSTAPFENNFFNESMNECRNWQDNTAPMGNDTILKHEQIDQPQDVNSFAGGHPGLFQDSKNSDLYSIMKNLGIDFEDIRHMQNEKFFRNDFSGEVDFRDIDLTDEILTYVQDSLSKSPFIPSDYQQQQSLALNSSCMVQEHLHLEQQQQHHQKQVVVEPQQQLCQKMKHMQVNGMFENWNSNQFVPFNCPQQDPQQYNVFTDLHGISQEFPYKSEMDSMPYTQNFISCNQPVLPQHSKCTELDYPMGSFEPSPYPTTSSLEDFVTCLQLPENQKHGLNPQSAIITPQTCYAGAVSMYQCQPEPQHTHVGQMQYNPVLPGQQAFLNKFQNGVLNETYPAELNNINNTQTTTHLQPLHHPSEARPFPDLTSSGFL
* hit, by the source's call; / = not tested or not shown.

structure	procasp3 activ	TPT1 inhibitor	PAFAH2 FP inh	HCV core dimer	PP1 counter	proCasp7 act	PP5 primary	CTSL1 counter	AHR activator
COc1ccc(C2CC(c3ccccc3)=NN2C(=O)COC(=O)c2nc3nccc(C)n3n2)cc1 (configuration not stated)	2	0	6	11	3	9	-1.4	-6	-1
FC(F)(F)c1cc(-c2ccc(Cl)cc2)nc(NCc2cccnc2)n1	2	1	-1	-2	1	2	6.0	6	6
Cn1c(CSCC(=O)Nc2ccccc2)nnc1SCc1ccccc1	1	-4	-1	-3	4	-2	-0.5	3	-1
Cc1c(C(=O)OCc2ccccc2)nnn1-c1nonc1N	-2	0	5	6	-6	4	3.8	-3	-1
CCCN1C(=O)c2ccc(C(=O)Nc3ccccc3C(=O)O)cc2C1=O	-6	-1	10	1	3	3	4.3	-3	3
CCN1C(=O)c2cccc3c(S(=O)(=O)N4CCC(C)CC4)ccc1c23	-3	/	-2	/	0	-1	0.9	/	1
Cc1ccc(C(=O)NCC(=O)OC(C)C(=O)Nc2ccc(N3CCOCC3)cc2)s1 (configuration not stated)	5	-2	-3	2	-5	-9	-1.3	-16	3
Cc1ccc(NC(=O)COC(=O)CCC(=O)c2cccs2)cc1	-2	2	14	6	3	4	0.3	-56	-5
C=CCc1ccc(OCCn2cncn2)c(OC)c1	-1	1	1	18	-4	2	2.0	0	25
CCCC(=O)c1ccc(N2CCOCC2)c(F)c1	1	-2	-8	0	-2	4	-0.9	4	-4
C=C[C@@H](C)N(Cc1ccc(OC)cc1)S(=O)(=O)N(Cc1ccccc1)[C@H](C=C)C(C)C	11	/	-2	/	5	2	2.2	/	0
Cc1c(NC(=O)CSc2ccccc2F)c(=O)n(-c2ccccc2)n1C	-2	1	-1	0	-7	-1	0.1	-2	1
COC(OC)c1ccc(C#N)c(=O)[nH]1	-1	3	2	-15	-8	-6	1.2	-3	1
Cc1ccccc1NS(=O)(=O)c1ccc(C(=O)N(C)CC(=O)Nc2ccccc2Br)cc1	-4	/	-2	/	/	11	/	/	0
COc1ccc(NC(=O)CSc2nnc(Cn3cnc([N+](=O)[O-])n3)n2C)cc1	-8	1	3	-1	-1	3	1.7	-1	1
CCCCc1ccc(NC(=O)c2cnccn2)cc1	-2	-1	-10	0	-1	4	1.6	-1	0
N#C/C(=C\c1cccc([N+](=O)[O-])c1)C(=O)NCc1cccnc1	-2	-3	6	1	-1	6	1.7	-1	-3
COc1ccc(-c2nnc(SC(C)C(=O)Nc3nccs3)n2-c2ccccc2)cc1OC (configuration not stated)	6	-3	-6	0	-3	3	1.3	-5	0
CCOC(=O)C1=NN(c2ccccc2C)C2=NC(C)=C(C(=O)OC)C(c3cccs3)N12 (configuration not stated)	17	-5	-4	4	5	8	1.7	0	1
CCC(C)CN1CCC(CO)(Cc2ccccc2Cl)CC1 (configuration not stated)	0	-1	3	-5	-2	3	0.0	-7	3
Cc1cc(C)nc(SCC(=O)N/N=C\c2sccc2C)n1	6	-3	2	-2	-2	13	1.4	0	63*
O=C(CSc1ncnc2sccc12)N1CCN(C(=O)c2cccs2)CC1	2	/	1	/	-4	-4	0.2	/	7
CC(C)CNC(=O)C(=O)NCC(c1ccc2c(c1)OCO2)N1CCOCC1 (configuration not stated)	1	-1	2	-6	-1	3	-0.9	-1	0
COc1ccccc1N(Cc1ccccc1)S(=O)(=O)c1cccc(C(=O)NCC2CCCO2)c1 (configuration not stated)	-5	/	5	/	4	-3	1.1	/	3
Cc1ccc(S(=O)(=O)N2CCN(C(=O)c3c(C)nn(-c4ccccc4)c3Cl)CC2)cc1	3	1	4	-2	-3	-1	1.4	2	-1
Cc1cc(C(=O)Nc2ccc(C)c(S(=O)(=O)N3CCOCC3)c2)c(C)o1	8	3	-3	0	-1	9	-2.6	-2	12
COc1ccc(Nc2nc(N3CCCCC3)nc3ccccc23)c(OC)c1	-1	-1	-7	-5	6	7	4.3	8	16
CCOC(=O)C1(CCOc2ccccc2)CCN(CC2CC2)CC1	-1	-1	4	9	-2	-12	-0.9	-3	1
O=C(Nc1ccc(Cl)cc1)C1C2C=CC3(O2)C1C(=O)N(CCN1CCCCC1)C3C(=O)NC1CCCCC1 (configuration not stated)	0	1	-10	7	2	-2	-0.5	6	-1
CCc1ccc(/C(C)=N/NC(=O)c2ccc(-n3cnnn3)cc2)cc1	2	/	-2	/	1	-4	1.5	/	1
O=C(COc1ccc([N+](=O)[O-])cc1Cl)NCCc1ccccc1	1	3	-2	-1	1	-2	-2.4	5	7
Cc1c(C(=O)N2CCN(c3ccccn3)CC2)sc2ncnc(N3CCN(c4ccccc4)CC3)c12	6	4	-2	19	5	9	6.5	0	2
Cn1c(CN2CCN(S(C)(=O)=O)CC2)nc2cc([N+](=O)[O-])ccc21	1	-3	3	-4	-3	5	-1.7	4	0
CC(C(=O)O)N1C(=O)CSc2ncccc21 (configuration not stated)	-9	-3	4	-3	-5	0	3.2	-1	1
COc1ccc(CNC(=O)CN2C(=O)c3ccc([N+](=O)[O-])cc3C2=O)cc1	-1	-2	-1	-2	0	15	4.6	1	1
Clc1ccc2c(NCc3ccccn3)ncnc2c1	2	1	4	-9	-1	8	-0.9	0	59*
COC(=O)c1ccc(CN2CCC(Oc3cccc(C(=O)N4CCOCC4)c3)CC2)cc1	1	-1	1	-6	-2	4	2.2	-2	-3
CCOC(=O)c1cn[nH]c1NC(=S)Nc1ccc(OC)cc1	-6	-1	5	-1	-2	-9	-1.4	0	1
COC(=O)c1c(NC(NC(=O)C(C)(C)C)C(Cl)(Cl)Cl)sc2c1CCC2 (configuration not stated)	2	1	6	-6	4	1	3.8	2	1
Cc1cc(C)c(NC(=O)c2ccc(S(=O)(=O)N(C)C)cc2)c(C)n1	5	-4	-11	1	2	-5	0.2	-1	-1
COc1ccccc1N1CCN(C2CC(=O)N(c3cccc(Cl)c3)C2=O)CC1 (configuration not stated)	-16	2	9	-4	-2	-8	2.4	-1	1
COc1ccc(CC(=O)NNC(=S)Nc2ccccc2)cc1Br	-7	-3	-3	2	0	-9	0.4	2	2
CCOc1ccc(NC(=O)c2cc(OC)nc3ccccc23)cc1	7	0	2	3	-1	4	3.3	1	65*
COc1ccc(NS(=O)(=O)c2cc(NC(=O)C3CC3)ccc2N2CCCCC2)cc1	11	1	-1	15	1	7	1.1	-4	1
COc1cc(/C=C2\SC(=Nc3ccc(F)cc3)N(c3ccc(F)cc3)C2=O)ccc1OCC(=O)O	-1	-4	/	7	7	5	-1.5	3	0
CCOC(=O)c1sc(NC(=O)CSc2nnc(Cc3ccccc3)o2)c(C(=O)OCC)c1C	2	1	3	6	4	1	3.1	1	1
O=C(Nc1ccc(-c2nnco2)cc1)c1ccccc1	1	-2	1	1	1	6	0.5	1	-8
COCCNC(=S)N/N=C(\C)c1ccc(OC)cc1	-8	0	-2	-3	-5	-31	4.4	2	54*

Shown as a hit in AHR activator, among the entries above:
Structure,procasp3 activ,TPT1 inhibitor,PAFAH2 FP inh,HCV core dimer,PP5 primary,AHR activator
Cc1cc(C)nc(SCC(=O)N/N=C\c2sccc2C)n1,6,-3,2,-2,1.4,63*
Clc1ccc2c(NCc3ccccn3)ncnc2c1,2,1,4,-9,-0.9,59*
CCOc1ccc(NC(=O)c2cc(OC)nc3ccccc23)cc1,7,0,2,3,3.3,65*
COCCNC(=S)N/N=C(\C)c1ccc(OC)cc1,-8,0,-2,-3,4.4,54*

Continuation.
structure	procasp3 activ	TPT1 inhibitor	PAFAH2 FP inh	HCV core dimer	PP1 counter	proCasp7 act	PP5 primary	CTSL1 counter	AHR activator
CC(=O)Nc1ccc(NC(=O)COC(=O)c2ccc(C)s2)cc1	-8	-2	0	-1	-3	13	1.8	1	3
C=CCNC(=S)NCC	-5	0	7	-2	-2	-22	1.8	-2	4
Cc1cc(C(=O)Nn2cnc3ccccc3c2=O)ccc1[N+](=O)[O-]	2	0	1	-4	-3	-4	-0.5	4	-1
COCC(C)NC(=O)c1ccc(-n2nc(C(F)(F)F)cc2-c2cccs2)cc1 (configuration not stated)	16	0	-1	-2	-2	-4	-0.3	-3	0
COc1ccc(C(=N/O)/C(=N/O)c2ccc(OC)cc2)cc1	-5	-1	-2	-1	-5	9	0.9	6	5
Fc1ccccc1NC(=S)N1CCCCC1	-2	2	4	0	2	-1	3.0	-4	-1
COc1ccc(N(Cc2cc3cccc(C)c3[nH]c2=O)S(=O)(=O)c2ccc(OC)cc2)cc1	-9	-2	5	12	-1	1	-4.3	0	9
Cc1cc(C)cc(NC(=S)NC2CC3CCCC(C2)N3C2CC2)c1 (configuration not stated)	-3	0	4	1	2	3	-2.5	6	10
O=C(CNC(=S)NC(=O)c1ccc(F)cc1)c1ccccc1	-7	0	5	5	2	-10	0.6	0	16
O=S1(=O)N=C(N/N=C/C=C/c2ccccc2)c2ccccc21	-7	0	-3	-12	2	3	0.0	3	0
COc1ccc(NC(=O)Cn2nnc(C(=O)Nc3ccccc3C)c2N)cc1	0	-1	0	-2	-2	5	2.1	0	2
COc1cccc(OCCSc2nnc3sc4ccccc4n23)c1	3	1	5	7	6	7	3.4	0	-4
Cc1c(C)c2cc(Cl)c(OCC(=O)NCCCn3ccnc3)cc2oc1=O	17	2	-1	0	-3	-2	0.0	2	-1
Cc1cc(=O)oc2cc(OCC(=O)Nc3cccnc3)ccc12	8	/	-1	/	/	8	/	/	6
Cc1ccc(S(=O)(=O)Oc2cccc(/C=N/Nc3ccc(C(=O)O)cc3)c2)cc1	-8	-2	14	13	2	-9	-0.1	9	3
COCCC1CCCCN1C(=O)c1ccc2nc(Cc3ccccc3F)oc2c1 (configuration not stated)	-6	-4	9	4	-4	-3	-0.8	9	18
CCN(CC)c1ccc2c(Nc3ccccc3)c(C=O)c(=O)oc2c1	7	-1	0	3	-4	5	-1.1	3	3
Cc1cc(C)cc(NC(=O)CCCSc2nc3ccccc3[nH]2)c1	7	-1	-3	-1	-1	9	1.3	-4	25
Cn1c(=O)c2c(SCC(=O)NCc3ccco3)nc(-c3ccccc3Cl)nc2n(C)c1=O	-3	-1	-12	26	17*	3	0.9	2	5
COc1ccccc1NC(=O)c1c(Br)cnn1C	-1	-1	-4	-2	5	5	0.7	-1	58*
COc1ccc(/C=C(\C#N)C(=O)OCC(=O)N2CC(C)OC(C)C2)cc1 (configuration not stated)	0	-1	-5	-1	-4	6	0.1	0	-2
CSc1ccccc1C(=O)NCCSc1ccc(C)cc1	5	-3	4	-1	-2	-3	-0.1	5	-1

Assay outcomes from PubChem BioAssay.
